High-throughput results: PubChem, several laboratories
Tat transport = E. coli Tat export inhibitors, primary screen, MC4100, TorA-mCherry reporter, fluorescence, single point. AID 488895, 2010. inhibition, % at 10 µM. hit rate 0.036% among 340,000;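 active = mean replicate inhibition at least 50% and at least half of replicates individually reaching 50%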;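 note: exported cargo escapes ClpAP degradation while cytoplasmic cargo is degraded and loses fluorescence; 0% = median of neutral control wells and 100% = median of NaSCN control wells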
OPRM1-OPRD1 ag = agonists of OPRM1-OPRD1 heterodimerization, primary screen, cell-based, luminescence. cells. hit rate 0.3% among 340,000. activation, % at 9.3 µM. Mu-type opioid receptor (Homo sapiens) + Delta-type opioid receptor (Homo sapiens), …. AID 504326, 2011; in the data active = activation above about 18%;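 note: 0% = vehicle-treated cells and 100% = reference agonist; values of inactives mirror those of a sister screen read the other way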
Target sequence (P35372 whole entry, looked up): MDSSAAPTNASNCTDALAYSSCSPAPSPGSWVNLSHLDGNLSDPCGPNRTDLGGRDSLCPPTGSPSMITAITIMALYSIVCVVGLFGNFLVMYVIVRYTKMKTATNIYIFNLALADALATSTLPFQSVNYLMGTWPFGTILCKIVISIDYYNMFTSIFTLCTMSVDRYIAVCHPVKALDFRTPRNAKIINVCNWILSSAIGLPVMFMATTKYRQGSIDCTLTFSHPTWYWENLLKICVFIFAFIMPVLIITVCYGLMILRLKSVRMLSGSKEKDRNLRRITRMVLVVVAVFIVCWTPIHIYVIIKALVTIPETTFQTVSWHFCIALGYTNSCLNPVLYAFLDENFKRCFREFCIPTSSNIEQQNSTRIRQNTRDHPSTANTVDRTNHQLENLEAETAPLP
Target sequence (P41143 whole entry, looked up): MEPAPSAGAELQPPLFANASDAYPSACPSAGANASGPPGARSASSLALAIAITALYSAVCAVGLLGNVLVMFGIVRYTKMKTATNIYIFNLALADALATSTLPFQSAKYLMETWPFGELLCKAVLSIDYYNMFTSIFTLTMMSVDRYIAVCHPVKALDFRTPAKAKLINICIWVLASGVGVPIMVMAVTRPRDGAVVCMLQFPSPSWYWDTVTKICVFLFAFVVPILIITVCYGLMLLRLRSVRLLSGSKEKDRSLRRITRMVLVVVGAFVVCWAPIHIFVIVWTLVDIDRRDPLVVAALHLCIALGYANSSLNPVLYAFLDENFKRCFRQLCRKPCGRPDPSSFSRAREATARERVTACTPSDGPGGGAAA
Mot1-301 SUMO = yeast Mot1-301 growth rescue at high temperature, primary screen, SUMOylation pathway inhibitor project, S. cerevisiae, ATP luminescence, 38.5C; S. cerevisiae Mot1-301 growth rescue; percent above DMSO median, 100 means doubled; growth rescue, % at 18.8 µM; hit rate 1% among 320,000; AID 2716, 2010;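 active = every valid replicate shows activation above 250% relative to neutral control wells; inactive = the rest, any valid replicate at or below 250%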;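 note: OY570 slx delta 5 strain wells were the positive control but not used for scaling; some compounds called inactive have numbers as strong as hits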
phage Ecoli inh = growth loss of phage-infected E. coli, primary screen, RecBCD inhibitor project, absorbance, with phage, HTS. inhibition, % at 11.9 µM. hit rate 0.26% among 360,000. AID 651602, 2012; in the data active = inhibition above about 11%
E coli growth = E. coli V3065 growth inhibition, primary screen, counter-screen for AddAB inhibitor project, absorbance, OD600; 18 h; inhibition, % at 11.9 µM; hit rate 0.27% among 330,000; AID 449728, 2010;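 active = inhibition above the campaign's mean inhibition across all tested compounds plus 3 SD, cut at about 9.9% in these data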;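 note: uninfected addAB+ strain grown without phage in ampicillin broth; 0% = DMSO wells and 100% = ciprofloxacin 0.95 µg/ml wells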
PKA-R1A act = activators of PKA-R1A holoenzyme, primary screen, biochemical, fluorescence polarization, Cy5-IP20, bovine R1A, mouse PKAc; hit rate 0.083% among 340,000; activation, % at 11.4 µM; AID 504707, 2011; cAMP-dependent protein kinase type I-alpha regulatory subunit (Bos taurus) + …; PKA-R1A dissociation; scaled: DMSO 0%, 113 µM cGMP 100%;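 active = percent activation above the mean of all tested compounds plus 3 SD, cut at about 19% in these data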;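 note: higher means more PKAc released from R1A so a rise in polarization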
Arrestin-AP2 inh = inhibitors of beta-arrestin/AP2 binding, primary screen, biochemical, GPCR trafficking, flow cytometry; FITC-arrestin peptide / GST-AP2 beads; AP2 beta2 appendage carries R879A mutation; inhibition, % at 10 µM; hit rate 0.31% among 340,000; AID 504490, 2011;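 active = inhibition above a set limit, near 3 SD of compounds lacking own fluorescence, cut at about 54% in these data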;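 note: plate controls were DMSO wells for no effect and 5 µM unlabelled arrestin peptide for full effect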
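Material – AP2 appendage R879A on GSH beads · Buffer or medium – PBS with 0.05% Tween 20 and 0.1% BSA · Probe or stimulus – fluorescein-tagged arrestin peptide at 50 nM final · Incubation – compound with beads 12 min RT, then probe 1 h RT · Detection – high-throughput flow cytometry of beads, ex 488, em 535 nm · Evaluation – percent response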
OPRM1-OPRD1 inv = inverse agonists of MOR-DOR heterodimerization, primary screen, cell-based, luminescence; Mu-type opioid receptor (Homo sapiens) + Delta-type opioid receptor (Homo sapiens), …; cell-based MOR-DOR heterodimer luminescence, inverse agonism; inhibition, % at 9.3 µM; hit rate 0.21% among 340,000; in the data active = inhibition above about 22%, passing the limit was not always enough;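 note: 0% = cells with DMSO and 100% = wells without cells with DMSO; values of inactives mirror those of a sister screen read the other way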
AddAB inh = growth inhibition of E. coli expressing H. pylori AddAB, primary screen, AddAB inhibitor project, absorbance; inhibition, % at 11.9 µM; hit rate 0.29% among 330,000; AID 435030, 2010; in the data active = inhibition above about 12%;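 note: 0% = vehicle wells of infected cells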
DSG3 Ab inh = inhibitors of pemphigus antibody binding to DSG3, primary screen, biochemical, bead-based, flow cytometry, scFv-GFP. Desmoglein-3 (Homo sapiens), P32926. DSG3-coupled beads, scFv-anti-DSG3-GFP binding; active compounds read low. binding (percent of control), % at 10 µM. hit rate 0.48% among 310,000. AID 588358, 2011;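 active = binding more than 3 SD below its plate's average and above zero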;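 note: hits lower antibody fragment binding to DSG3; some compounds called inactive have numbers as strong as hits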
PfHsp90 yeast 2 = growth inhibition of PfHsp90-expressing yeast, primary screen, antimalarial PfHsp90 inhibitor project, S. cerevisiae, BacTiter-Glo luminescence, single point, set 2; BacTiter-Glo ATP, 48 h; yeast lacking PDR1 and PDR3 efflux regulators; inhibition, % at 9.4 µM; hit rate 0.32% among 310,000; AID 504621, 2011;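 active = every replicate shows inhibition above about 80%, whatever the replicate mean, limit read from the data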;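 note: 0% = DMSO neutral controls and 100% = 20 µM radicicol positive controls; yeast relying on Plasmodium falciparum Hsp90 in place of its own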
* hit, by the source's call; i = inactive; / = no result given. An unsorted share of the library; any-hit rate near 2.8%.

SMILES	Tat transport	OPRM1-OPRD1 ag	Mot1-301 SUMO	phage Ecoli inh	E coli growth	PKA-R1A act	Arrestin-AP2 inh	OPRM1-OPRD1 inv	AddAB inh	DSG3 Ab inh	PfHsp90 yeast 2
CC(C)(C)NC(=O)CN(Cc1cccnc1)C(=O)c1csnn1	-1	-2.9	386	-2.1	1.2	-6	8	12	1.0	96	8
OC(CNc1nc2ccccc2s1)c1ccccc1 (centres undefined)	-1	-1.7	-6	3.2	1.9	-15	-1	10	3.5	106	5
Cc1cc(=O)[nH]c(NN=C2C3CC4CC(C3)CC2C4)n1	-1	0.0	-3	1.4	0.8	0	4	0	0.2	106	-5
COc1ccc(CC2(CO)CCN(Cc3cc4ccccc4o3)CC2)cc1	1	-0.4	336	3.2	-1.2	3	37	2	5.2	127	/
Cn1cc(Cl)c(C(=O)Nc2cnn(Cc3ccc(F)cc3)c2)n1	-10	-2.9	-10	2.9	0.5	-10	2	15	1.0	100	10
CCOC(=O)COc1ccccc1-c1ccno1	-8	-3.2	-7	3.3	2.2	1	-2	15	3.6	101	/
O=[N+]([O-])c1cc(-c2nnc(Nc3ccc(O)cc3)c3ccccc23)ccc1N1CCOCC1	-4	1.5	/	2.4	-1.1	0	33	-7	1.7	86	19
CCn1c(NCc2cc(Br)ccc2NS(=O)(=O)c2ccc(C)cc2)nc2ccccc21	1	6.3	5	0.5	2.4	0	8	-28	4.2	92	-27
CCC(C(=O)N1CCN(S(=O)(=O)c2ccc(F)cc2)CC1)c1ccccc1 (centres undefined)	-5	-2.5	56	3.2	-2.8	-11	-1	10	2.3	/	-1
O=C(Nc1ccccc1C(=O)N/N=C/c1ccco1)c1ccc(F)cc1	-3	4.0	-9	-1.5	-3.3	-3	3	-19	2.7	/	57
COCC(=O)/C=C1\Sc2ccccc2N1C	-16	-1.4	-9	2.0	-1.8	-2	-4	8	1.9	102	3
CCN(CC(=O)Nc1ccc(OC)cc1)C(=O)c1cc([N+](=O)[O-])ccc1N1CCOCC1	1	-1.0	10	1.2	0.7	-8	2	6	0.9	96	-11
c1csc(-c2nnc(N3CCOCC3)c3ccccc23)c1	3	-1.7	23	4.5	2.7	7	-5	8	3.4	108	-4
COc1ccc(OCC(=O)Nc2nc3c(s2)CCCC3)cc1	2	-4.1	/	1.9	0.5	-5	-11	21	3.4	105	13
COc1ccc(C(=O)NNC(=O)c2ccccc2[N+](=O)[O-])cc1	7	-0.3	4	-1.1	-1.7	13	9	1	1.3	/	6
O=C(c1cccc(C(F)(F)F)c1)C1CCCN(C(=O)CCn2cnnn2)C1 (centres undefined)	-3	-2.3	97	0.8	1.9	-4	-8	12	4.1	91	9
COC(=O)C1=C(C)N(CCCC(=O)O)C(=O)NC1c1cccc2ccccc12 (centres undefined)	-3	-3.0	180	0.6	-0.7	-6	-1	17	2.8	106	-10
Cc1cc(Nc2nc3ccccc3nc2Cl)n(-c2ccccc2)n1	-5	0.2	-24	1.2	-1.4	3	-3	-1	-0.3	100	-17
CC(C)CN1CCNC(=O)C1CC(=O)NCCc1cnn(-c2ccccc2)c1 (centres undefined)	34	-1.8	-5	4.9	0.0	-7	-13	9	3.3	79	31
c1ccc(COc2ncnc3c2ncn3CCCNCc2ccccn2)cc1	2	-4.0	/	1.8	/	-10	27	18	/	104	7
Cc1ccc(-n2c(C)cc(C(=O)NS(=O)(=O)c3ccc(C)cc3)c2C)cc1	-8	0.4	39	4.5	-1.9	-7	0	-3	0.2	102	-19
COc1ccc(-c2[nH]n(-c3ccc([N+](=O)[O-])cc3)c(=O)c2C=NCc2ccc(F)cc2)cc1	1	-2.2	0	2.8	-3.6	-2	11	11	1.6	89	-4
CC(=O)NC1(c2ccc(F)cc2)CCN(C(=O)Nc2ccc(F)cc2F)CC1	-1	-2.5	174	2.5	1.4	3	-6	13	-1.2	101	-13
CCC(C)n1c(SCC(=O)Nc2cc(C(C)(C)C)nn2-c2ccccc2)nc2ccccc2c1=O (centres undefined)	8	6.6	-17	2.9	-0.5	-11	-1	-43	0.0	86	12
COc1cc(/C=C2\C(=O)N(C)C(=S)N2C)ccc1O	-3	1.8	4	5.2	2.6	3	2	-11	2.1	98	-18
Carrying on.
SMILES	Tat transport	OPRM1-OPRD1 ag	Mot1-301 SUMO	phage Ecoli inh	E coli growth	PKA-R1A act	Arrestin-AP2 inh	OPRM1-OPRD1 inv	AddAB inh	DSG3 Ab inh	PfHsp90 yeast 2
Cn1c(=O)c2c(ncn2CC(=O)OCC(=O)Nc2ccc(F)cc2Cl)n(C)c1=O	2	0.6	-13	1.4	1.1	-1	5	-3	0.4	122	-14
CC1CCN(S(=O)(=O)c2ccc(C(=O)NNC(=O)C3CC3)cc2)CC1	-12	1.3	/	2.0	-0.4	2	16	-6	2.7	/	3
O=[N+]([O-])c1ccc(N/N=C/c2cccc(O)c2)cc1	5	3.1	484*	-1.7	-0.5	-13	2	-17	-0.7	220	29
CCCNC(=O)COC(=O)c1cc2c(=O)n3ccccc3nc2s1	-3	-2.2	-3	-1.3	-0.3	-1	0	11	1.1	/	12
O=C(COC(=O)C1=Cc2ccccc2OC1)NCc1ccco1	-5	-2.1	-3	2.3	-2.3	3	35	11	0.7	97	-15
CCc1ccc(C(=O)CN2C(=O)NC(C)(c3ccc(C)cc3)C2=O)cc1 (centres undefined)	-7	-0.3	/	2.7	1.8	-8	0	1	3.3	104	-82
O=C(/C=C/c1ccccn1)c1ccc(Br)cc1O	-3	1.0	4	1.3	-1.5	-5	-2	-5	-0.8	/	-100
COc1ccc(CN(C(=O)c2nsc(Cl)c2Cl)C(C(=O)NC2CCCCC2)c2ccc(OC)cc2)cc1 (centres undefined)	7	0.8	6	0.0	0.0	7	3	-4	1.4	101	-1
Cc1cccc(C)c1NC(=O)CN(C)C(=O)C1CC(=O)N(c2cccc3ccccc23)C1 (centres undefined)	3	-0.8	/	0.9	2.2	7	35	4	3.5	98	-8
COc1cc(CC(=O)Nc2ccc(N3CCOCC3)cc2)cc(OC)c1OC	-5	-1.1	3	2.0	-2.6	-4	-9	6	-2.0	98	0
COc1cccc(-c2nnc(NC(=O)c3cccs3)s2)c1	-3	2.5	12	2.4	4.5	0	-4	-13	3.9	72	15
CN(C(=O)COC(=O)CNC(=O)c1ccc(C(C)(C)C)cc1)c1c(N)n(Cc2ccccc2)c(=O)[nH]c1=O	-6	-1.8	-13	1.3	2.3	6	-3	12	1.4	101	-20
O=C(N/N=C/c1cccnc1)c1cc(-c2ccc(Br)cc2)nc2ccccc12	-9	-0.6	12	-3.1	/	10	43	3	/	122	-3
COc1ccc(-c2ccc(N(C)C)cc2)cc1[C@H]1[C@@H]2C=CCC[C@@]2(C)C(=O)N1Cc1ccccc1	-4	-0.3	-7	1.3	-0.2	-11	1	1	3.4	106	/
O=C(COc1ccc(Oc2ccccc2)cc1)NCc1cn2ccccc2n1	7	-2.4	-15	1.4	-0.3	11	10	13	-0.8	98	3
Cc1nn(CC2CC2)c(=O)n1-c1cccc(Cl)c1	-2	-0.8	135	1.0	-0.6	-12	-24	4	2.7	109	/
CCNc1nc(SCC(=O)Nc2ccccc2)nc(N2CCOCC2)n1	-1	0.1	9	1.5	-0.1	-5	2	-1	2.7	100	-10
CN(C)S(=O)(=O)N1CCN(c2ccc([N+](=O)[O-])cc2)CC1	-1	-0.7	-1	3.0	-0.3	0	-9	4	1.7	95	7
CCc1cccc(CC)c1NC(=O)C1SC(=Nc2ccccc2C)C(c2nc3ccccc3s2)=C1N (centres undefined)	-13	-0.1	-8	2.5	3.2	3	-6	0	0.0	93	-123
Nc1ccn(C2OC(COP(=O)(O)O)C(O)C2O)c(=O)n1 (centres undefined)	3	-1.2	/	1.0	/	-3	9	6	/	91	-18
COc1ccc(NC(=O)CCNS(=O)(=O)c2ccc3c(c2)CC(C)N3C(=O)C2CC2)cc1 (centres undefined)	1	-3.0	-3	0.2	0.2	-4	-1	16	4.1	101	17
Cc1ccc(NNC(N)=S)cc1Cl	-4	3.3	24	-3.2	0.8	-6	-3	-17	3.5	93	9
Cc1ccc(O)c(NC(=O)C2CC(c3ccc(F)cc3)=NO2)c1 (centres undefined)	-3	1.6	i	3.9	0.5	2	0	-8	1.9	113	3
OC(CNC1CCCc2ccccc21)COc1c(Cl)cccc1Cl (centres undefined)	-3	20*	5	4.1	0.9	-11	-7	-142	0.8	104	2
CC(C)[C@@H]1C=C(C(=O)O)O[C@H](OCCCCO)C1	-4	-1.9	-1	3.4	1.0	1	6	10	3.7	108	16
Carrying on.
SMILES	Tat transport	OPRM1-OPRD1 ag	Mot1-301 SUMO	phage Ecoli inh	E coli growth	PKA-R1A act	Arrestin-AP2 inh	OPRM1-OPRD1 inv	AddAB inh	DSG3 Ab inh	PfHsp90 yeast 2
CC(=O)Nc1cccc(NC(=O)CSc2nc(=O)n(CCN3CCOCC3)c3c2CCCC3)c1	-11	-2.0	41	-0.7	-0.8	6	0	13	-2.7	102	-4
CC/C(O)=C1\C(=O)CC(c2ccccc2)CC1=NCCC(=O)O (centres undefined)	2	0.8	-3	1.1	-3.8	5	6	-4	0.7	/	-6
CCOc1cc(NC(=O)Nc2ccc(F)cc2)c(OCC)cc1NC(=O)CC	-1	-3.7	-3	0.8	-0.1	-2	-17	18	1.2	95	-8
Cc1ccc(SC(C)C(=O)Nc2ncn[nH]2)cc1 (centres undefined)	-5	0.7	-11	-0.3	-0.3	0	0	-3	5.2	98	23
O=C(CN1CCN(c2ncccn2)CC1)NCc1ccc2c(c1)OCO2	-3	-0.9	-23	1.5	0.3	-7	6	5	1.4	119	/
COC(=O)Cc1nc(NC(=O)c2cccs2)sc1C	-1	0.2	3	/	0.2	-3	14	-1	0.2	108	-24
CCOC(=O)[C@@H]1[C@H]2COc3ccc(Br)cc3[C@@H]2N2C(=O)N(c3ccc(Br)cc3)C(=O)[C@@]12C	1	-2.9	14	3.0	1.6	-7	-9	17	1.9	97	3
COc1ccc(OC)c(S(=O)(=O)Nc2ccc(-c3ccc4nncn4n3)cc2)c1	-7	0.8	-8	3.5	0.7	3	-3	-6	1.0	100	6
CC(C)(C)NS(=O)(=O)c1ccc(OCC(=O)NCC2CCCO2)cc1 (centres undefined)	4	-1.6	-2	1.0	-1.1	-3	-5	8	-2.6	93	9
